Screens as filed in PubChem.
APJ antagonist – antagonists of human apelin receptor APJ, primary screen, CHO-K1 cells, beta-arrestin complementation, luminescence; AID 2521, 2010; inhibition, % at 20 µM; 0.32% of 330,000 active;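 active = inhibition above about 40% at 20 µM, limit read from the data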;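 also: cells challenged with 10 nM apelin-13 agonist together with compound; plate controls were apelin-13 plus DMSO wells for no effect and DMSO wells lacking apelin-13 for full effect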
CHOP UPR activ – activators of apoptotic CHOP UPR arm, primary screen, cell-based, CHO-CHOP luciferase reporter, luminescence, uHTS. UPR activation; percent of tunicamycin response over DMSO baseline. 0.34% of 330,000 active. AID 449763, 2010. activation, % at 10 µM;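 active = at 10 µM dose, activation of 40% or more, normalized to positive control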;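 also: 100% = tunicamycin at 10 µg/mL and 0% = DMSO alone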
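Material: CHO-CHOP cells, stable luciferase reporter of PERK-eIF2a-CHOP signalling; quantity: 500 reporter cells seeded per well; buffer or medium: F12 medium containing 10% fetal bovine serum; compound: one dose, 10 µM in 0.5% DMSO; incubation: 6 h compound treatment, 37 °C; measured by: Steady-Glo luciferase luminescence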
697 NFkB inh – inhibitors of PMA/ionomycin-induced NF-kB reporter, 697 cells, primary screen, B-cell NF-kB inhibitor project, cell-based, luminescence, uHTS; 697 B-cell NF-kB luciferase reporter, 16 h; inhibition, % at 4 µM; 0.33% of 330,000 active; in the data active = inhibition above about 35%
APJ ag – agonists of human apelin receptor APJ, primary screen, CHO-K1 cells, PathHunter beta-arrestin, luminescence | 0% DMSO wells, 100% apelin | activation, % at 20 µM | P35414 | AID 2520, 2010 | 0.11% of 330,000 active;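 active = activation more than six SD over the plate average, tested at 20 µM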;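 also: 0% = DMSO alone and 100% = apelin-13 at 10 nM; some results filed as inactive read as strong as hits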
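Test system – PathHunter CHO-K1 APJ (AGTRL-1) beta-arrestin reporter cells · Input – 1000 cells/well · Compound – single test compound dose, 20 µM final, 1% DMSO · Times – compound stimulation 90 min at 25 °C, detection 60 min · Technique – beta-gal luminescence · Read-out basis – APJ–arrestin association signal · Control set – negative DMSO alone, positive Apelin-13 at 10 nM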
Jurkat NFkB inh – inhibitors of induced NF-kB luciferase reporter, primary screen, TCR NF-kB activation inhibitor project, cell-based, luminescence, uHTS; inhibition, % at 4 µM; Jurkat, PMA/ionomycin-induced NF-kB luciferase reporter; 0.53% of 330,000 active; in the data active = inhibition above about 50%
UPR XBP1 act – activators of adaptive XBP1 UPR arm, primary screen, cell-based, CHO-XBP1 luciferase reporter, luminescence, uHTS. IRE1-XBP1 UPR activation; percent of tunicamycin response, DMSO as zero. activation, % at 20 µM. 0.33% of 330,000 active. AID 463104, 2010;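 active = versus positive control, 20 µM dose yields 30% or more activation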;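 also: 100% = tunicamycin at 10 µg/mL and 0% = DMSO only wells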
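Material: CHO cell line with stable XBP1 luciferase reporter; schedule: 16-18 h cell attachment at 37 °C, then 6 h compound exposure; signal: glow luminescence from Steady-Glo reagent; medium: serum-containing F12 medium, 10% FBS; benchmarks: tunicamycin 10 µg/mL and vehicle-only wells; read-out: percent activation relative to tunicamycin reference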
tim23-1 inh – growth inhibitors of tim23-1 mutant yeast, primary screen, luminescence, uHTS | S. cerevisiae tim23-1 growth, BacTiter-Glo luminescence, 24 h | inhibition, % at 20 µM | 1.3% of 330,000 active | AID 463212, 2010;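 active = growth inhibition of the mutant yeast at or above 50%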;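 also: temperature-sensitive mutant grown at 25 °C; plate controls were DMSO-treated mutant yeast for no effect and medium wells lacking yeast for full effect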
Mdm2-MdmX inh – inhibitors of human Mdm2-MdmX association, primary screen, cell-based, luminescence, split luciferase, SaOS-2, uHTS; SaOS-2 split-luciferase Mdm2/MdmX complementation; inhibition, % at 8 µM; 3% of 330,000 active;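 active = inhibition of at least 50% at 8 µM in the primary screen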
Target sequence (O15151 whole entry, looked up): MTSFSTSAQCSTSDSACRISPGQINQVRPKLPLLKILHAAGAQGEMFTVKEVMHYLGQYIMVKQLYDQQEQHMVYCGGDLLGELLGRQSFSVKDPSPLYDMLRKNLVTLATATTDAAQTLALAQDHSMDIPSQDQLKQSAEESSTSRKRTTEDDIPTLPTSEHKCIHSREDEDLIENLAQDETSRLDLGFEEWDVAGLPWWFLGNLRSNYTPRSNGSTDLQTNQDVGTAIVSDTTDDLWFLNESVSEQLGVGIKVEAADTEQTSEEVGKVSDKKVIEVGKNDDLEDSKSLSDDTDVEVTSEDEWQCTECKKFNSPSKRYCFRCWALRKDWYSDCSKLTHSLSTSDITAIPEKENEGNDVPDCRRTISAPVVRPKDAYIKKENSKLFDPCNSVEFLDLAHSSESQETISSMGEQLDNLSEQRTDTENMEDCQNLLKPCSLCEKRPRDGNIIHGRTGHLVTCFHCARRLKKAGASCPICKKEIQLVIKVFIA
Target sequence (Q00987 whole entry, looked up): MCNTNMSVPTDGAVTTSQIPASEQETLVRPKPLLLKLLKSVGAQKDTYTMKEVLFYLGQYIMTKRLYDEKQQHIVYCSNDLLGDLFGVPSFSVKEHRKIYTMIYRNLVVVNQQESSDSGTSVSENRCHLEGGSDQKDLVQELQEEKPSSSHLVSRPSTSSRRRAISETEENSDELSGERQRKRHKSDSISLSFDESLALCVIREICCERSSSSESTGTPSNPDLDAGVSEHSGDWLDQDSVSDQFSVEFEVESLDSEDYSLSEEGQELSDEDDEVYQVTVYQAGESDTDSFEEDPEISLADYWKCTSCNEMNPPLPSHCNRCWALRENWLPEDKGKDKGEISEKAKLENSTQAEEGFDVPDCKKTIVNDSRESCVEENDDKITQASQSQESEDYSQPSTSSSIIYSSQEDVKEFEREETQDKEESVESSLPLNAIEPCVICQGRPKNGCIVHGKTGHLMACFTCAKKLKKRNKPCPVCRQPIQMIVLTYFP
An asterisk follows results filed as active.

SMILES	APJ antagonist	CHOP UPR activ	697 NFkB inh	APJ ag	Jurkat NFkB inh	UPR XBP1 act	tim23-1 inh	Mdm2-MdmX inh
Cc1cc(Br)ccc1NC(=O)CCN1C(=O)c2ccncc2C1=O	-1	-0.7	13	-1	-9	-1	19	17
CCN(CC)S(=O)(=O)c1cc(C(=O)Nc2cc(Cl)ccc2N2CCN(C)CC2)ccc1Cl	4	1.6	-7	-3	-5	7	0	27
COc1ccc(-c2cn3ccsc3n2)cc1	1	0.8	-164	-2	-123	-1	10	-100
CCCCNC(=O)c1onc(CSc2ccc(F)c(F)c2)c1C(=O)NCCCC	20	-2.8	10	-5	6	-1	27	1
COc1ccc(S(=O)(=O)n2oc(=O)cc2-c2ccccc2)cc1OC	-6	2.0	19	-2	7	-2	23	-15
O=C(NCCCn1ccnc1)c1cc(-c2ccc(Br)cc2)on1	10	2.0	-4	-4	-15	-1	2	7
S=C(N/N=C1\C2CN3CCN(C2)CC1(c1ccccc1)C3)Nc1ccccc1	-12	-1.7	-17	1	-14	-1	23	2
CC(C)CCN1CCC(C)(NC(=O)c2ccccc2)C1=O (centres undefined)	-14	0.7	-15	-1	-20	-2	8	-21
NCCNc1ccc2nnnn2n1	12	0.1	18	-5	-3	0	3	-1
O=C(Nc1nnc(CSCc2ccc(Cl)cc2)s1)c1cccc([N+](=O)[O-])c1	15	2.9	3	-1	17	1	-1	6
CNC(=O)c1cc(C(=O)c2ccc(C(F)(F)F)cc2)c[nH]1	-16	3.5	-14	-4	-15	3	14	-7
Cc1ccc(NC(=O)COC(=O)Cn2c(C)csc2=O)c([N+](=O)[O-])c1	1	1.6	1	6	7	1	6	-1
COc1ccc(C/C(N)=N/OC(=O)Cc2ccccc2)cc1	-8	-1.7	9	1	-1	-2	30	-5
Cc1ccc(NCc2ccc(O)c3ncccc23)cc1	12	1.7	-34	-4	13	8	-4	76*
Cc1cccc(CSc2nnc(NC(=O)c3ccco3)s2)c1	-12	0.6	4	3	-3	0	18	15
Cc1cc(Cl)ccc1OCc1nc(-c2ccc(O)cc2)n[nH]1	-16	1.8	-32	3	-25	0	-4	-10
Cc1ccc([N+](=O)[O-])cc1N(CC(=O)NC1CCCC1)S(C)(=O)=O	0	-2.3	8	1	0	1	10	16
CCOC(=O)c1ccc(CNC(=O)C2CCC(=O)N(Cc3cccc(OC)c3)C2)o1 (centres undefined)	7	1.8	-1	2	-4	-3	-7	2
CCCCn1c(N)c(N(CC(C)C)C(=O)C2CCN(S(=O)(=O)c3ccccc3)CC2)c(=O)[nH]c1=O	5	1.9	2	0	-1	0	14	12
CC(=O)c1cccc(NC(=O)Nc2ccc3c(c2)CCC3)c1	-10	0.6	-29	-3	-75	0	8	-21
COC(=O)c1cc(NC(=O)CN2CCOCC2)cc(C(=O)OC)c1	11	-1.5	-11	-1	2	-1	7	-17
Cn1c(=O)c2c(nc(OC/C=C/c3ccccc3)n2C)n(C)c1=O	9	-2.6	10	1	11	1	10	-8
COc1ccc(NS(=O)(=O)c2ccc(C)c(C(=O)NNC(=O)c3ccccc3O)c2)cc1	21	0.8	6	-3	14	-6	14	44
N#CCN1CCN(CCC(=O)Nc2ccc(OCc3ccccc3)cc2)CC1	15	-1.4	-26	-2	-41	-7	1	13
COc1ccc(C(=O)CSc2nc3ccccc3n2CC(=O)c2ccccc2)cc1	13	-1.2	3	-2	-13	-3	46	-27
COc1cccc(CN2CCN(Cc3cc4ccccc4[nH]3)CC2CCO)c1 (centres undefined)	-15	-0.6	21	-1	8	-2	7	9
CN(CC(=O)Nc1ccccc1N1CCOCC1)S(=O)(=O)c1ccc(Cl)cc1	17	-0.6	0	0	11	0	5	-1
CCN(CC)C(=O)CSc1nnc(CSc2ncccn2)n1C	4	1.0	4	-3	-2	-1	-2	19
Cc1onc(-c2ccccc2Cl)c1C(=O)N1CC(C)OC(C)C1 (centres undefined)	-3	-1.9	19	-3	-3	-3	6	7
Cc1ccc(NC(=O)CN2C(=O)NC(C)(C3CC3)C2=O)c(C)c1 (centres undefined)	-1	70*	15	-2	3	-2	-2	13
Nc1nc(SCC(=O)N2N=C3/C(=C/c4ccco4)CCCC3C2c2ccco2)n[nH]1 (centres undefined)	-14	2.4	15	0	8	-4	16	28
CC(C)CN(C(=O)c1cccc(Cl)c1)c1c(N)n(CC(C)C)c(=O)[nH]c1=O	8	0.1	6	-5	8	-3	8	-8
CC1CC1C(=O)OCC(=O)NNC(=O)c1ccc([N+](=O)[O-])cc1 (centres undefined)	-6	-0.6	2	3	-1	-2	13	-2
O=C(Nc1cccnc1)C1CC(c2ccc(Cl)c(Cl)c2)=NO1 (centres undefined)	1	-0.3	22	-1	2	-4	21	6
COCCC(=O)N1CCC(Oc2ccc(C(=O)NCCc3cnn(C)c3)cc2)CC1	9	26	-12	-3	5	-2	10	16
COc1ccc(C(=O)Nc2ccc(C(=O)OCC(=O)c3ccccc3)cc2)cc1	-4	1.5	-4	-2	-17	-4	-14	1
COc1ccc(-c2noc(CCc3ccccc3)n2)cc1	-13	0.9	-20	-1	-31	0	7	-53
CCOC(=O)C1=C(C)NC(C)=C(C(=O)OCC)C1C(=O)OCC(=O)N1CCCCC1CC (centres undefined)	5	0.7	23	-4	5	-4	6	14
CS(=O)(=O)N1CCN(c2cccc(Cl)n2)CC1	9	0.5	-9	-4	-4	-2	5	14
COc1cccc(C(=O)NC(=S)NCc2ccco2)c1	5	3.6	4	-10	-2	0	36	16

Single records (already shown):
COc1ccc(S(=O)(=O)n2oc(=O)cc2-c2ccccc2)cc1OC is listed with APJ antagonist = -6; CHOP UPR activ = 2.0; 697 NFkB inh = 19; APJ ag = -2; Jurkat NFkB inh = 7; UPR XBP1 act = -2; tim23-1 inh = 23; Mdm2-MdmX inh = -15
COc1cccc(CN2CCN(Cc3cc4ccccc4[nH]3)CC2CCO)c1 (centres undefined) is listed with APJ antagonist = -15; CHOP UPR activ = -0.6; 697 NFkB inh = 21; APJ ag = -1; Jurkat NFkB inh = 8; UPR XBP1 act = -2; tim23-1 inh = 7; Mdm2-MdmX inh = 9

(listing goes on)
SMILES	APJ antagonist	CHOP UPR activ	697 NFkB inh	APJ ag	Jurkat NFkB inh	UPR XBP1 act	tim23-1 inh	Mdm2-MdmX inh
O=C(C1CC1)N1CCN(c2ccc(F)cc2)CC1	-28	4.4	1	2	-8	-2	8	10
COc1ccc(F)cc1S(=O)(=O)NCCN1CCOCC1	6	1.1	-3	-1	-4	-6	-13	2
COc1ccc(NC(=O)C2=C(C)Nc3ncnn3C2c2ccccc2C(F)(F)F)c(OC)c1 (centres undefined)	-3	-2.5	14	-3	11	1	22	25
CC(=O)OCC(=O)[C@@]1(O)CC[C@H]2[C@@H]3CCC4=CC(=O)CC[C@]4(C)[C@H]3[C@@H](O)C[C@@]21C	6	0.0	-7	2	1	-6	8	-6
Cc1cccc2sc(NC(=O)CNS(=O)(=O)c3ccc(Br)s3)nc12	0	-1.8	2	-3	-4	1	4	5
NC(=O)C1CCN(c2nc(-c3cccs3)cs2)CC1	18	4.6	-80	-1	-3	5	45	-89
c1ccc(C2NCCc3ccccc32)cc1 (centres undefined)	-15	2.8	11	-4	1	-2	0	19
CCOC(=O)[C@@H]1[C@H]2COc3ccccc3[C@@H]2N2C(=O)N(c3ccc(Cl)cc3)C(=O)[C@@]12C	21	2.1	-12	7	-11	5	41	-3
COc1cccc(CN2CCC(C(=O)N3CCN(Cc4ccc5c(c4)OCO5)CC3)CC2)c1OC	-9	-0.2	6	2	20	-4	5	26
COc1ccc(C(=O)COC(=O)c2c(-c3ccccc3)noc2C)c(OC)c1	3	1.9	3	-8	10	-2	-6	12
Cc1ccc(C(=O)N2CCN(c3ccccn3)CC2)cc1C	14	0.2	11	-3	2	-5	18	11
COc1ccc(NC(=O)c2sc3nc(-c4cccnc4)ccc3c2N)cc1	-27	0.8	-11	4	0	-2	-4	10
Cn1cc(/C=C/C(=O)c2ccccc2)c2ccccc21	-17	-2.7	-272	-1	-170	-5	41	-77
Cc1ccc(C)c(NC(=O)c2cc[n+](C)cc2)c1	12	1.4	2	2	0	-2	2	5
CN(C)C(=O)CSc1nnc(-c2ccc(F)cc2)c2ccccc12	-7	-0.6	-1	-7	-11	-3	24	16
N=c1n(CCO)c2ccccc2n1CCN1CCCCC1	19	2.2	-57	-5	-19	0	9	-23

Filtered by structure, the entries above containing a Cl atom (nine)
SMILES	APJ antagonist	CHOP UPR activ	697 NFkB inh	APJ ag	Jurkat NFkB inh	UPR XBP1 act	tim23-1 inh	Mdm2-MdmX inh
CCN(CC)S(=O)(=O)c1cc(C(=O)Nc2cc(Cl)ccc2N2CCN(C)CC2)ccc1Cl	4	1.6	-7	-3	-5	7	0	27
O=C(Nc1nnc(CSCc2ccc(Cl)cc2)s1)c1cccc([N+](=O)[O-])c1	15	2.9	3	-1	17	1	-1	6
Cc1cc(Cl)ccc1OCc1nc(-c2ccc(O)cc2)n[nH]1	-16	1.8	-32	3	-25	0	-4	-10
CN(CC(=O)Nc1ccccc1N1CCOCC1)S(=O)(=O)c1ccc(Cl)cc1	17	-0.6	0	0	11	0	5	-1
Cc1onc(-c2ccccc2Cl)c1C(=O)N1CC(C)OC(C)C1 (centres undefined)	-3	-1.9	19	-3	-3	-3	6	7
CC(C)CN(C(=O)c1cccc(Cl)c1)c1c(N)n(CC(C)C)c(=O)[nH]c1=O	8	0.1	6	-5	8	-3	8	-8
O=C(Nc1cccnc1)C1CC(c2ccc(Cl)c(Cl)c2)=NO1 (centres undefined)	1	-0.3	22	-1	2	-4	21	6
CS(=O)(=O)N1CCN(c2cccc(Cl)n2)CC1	9	0.5	-9	-4	-4	-2	5	14
CCOC(=O)[C@@H]1[C@H]2COc3ccccc3[C@@H]2N2C(=O)N(c3ccc(Cl)cc3)C(=O)[C@@]12C	21	2.1	-12	7	-11	5	41	-3
